Screening results from PubChem BioAssay.
EPAC2 antag – qHTS for Antagonist of cAMP-regulated guanine nucleotide exchange factor 2 (EPAC2): primary screen | actives 0.18% (n = 360,000) | Potency, µM (top dose mostly 114 µM), for inactives: top-dose activity, negative = inhibition, usual class: inhibitors | Rap guanine nucleotide exchange factor 4 (Homo sapiens), Q8WZA2 | AID 720708, 2013 | EPAC2 GEF exchange of Rap1B-BODIPY-GDP, fluorescence; also: potency is read from the fitted curve at half-maximal effect; % is scaled to controls: 0 for no effect and ±100 for the full control effect; nearly all actives have a fitted effect of over 45% in size; many of its hits are not listed in these tables
Target sequence (Q8WZA2 whole entry, looked up): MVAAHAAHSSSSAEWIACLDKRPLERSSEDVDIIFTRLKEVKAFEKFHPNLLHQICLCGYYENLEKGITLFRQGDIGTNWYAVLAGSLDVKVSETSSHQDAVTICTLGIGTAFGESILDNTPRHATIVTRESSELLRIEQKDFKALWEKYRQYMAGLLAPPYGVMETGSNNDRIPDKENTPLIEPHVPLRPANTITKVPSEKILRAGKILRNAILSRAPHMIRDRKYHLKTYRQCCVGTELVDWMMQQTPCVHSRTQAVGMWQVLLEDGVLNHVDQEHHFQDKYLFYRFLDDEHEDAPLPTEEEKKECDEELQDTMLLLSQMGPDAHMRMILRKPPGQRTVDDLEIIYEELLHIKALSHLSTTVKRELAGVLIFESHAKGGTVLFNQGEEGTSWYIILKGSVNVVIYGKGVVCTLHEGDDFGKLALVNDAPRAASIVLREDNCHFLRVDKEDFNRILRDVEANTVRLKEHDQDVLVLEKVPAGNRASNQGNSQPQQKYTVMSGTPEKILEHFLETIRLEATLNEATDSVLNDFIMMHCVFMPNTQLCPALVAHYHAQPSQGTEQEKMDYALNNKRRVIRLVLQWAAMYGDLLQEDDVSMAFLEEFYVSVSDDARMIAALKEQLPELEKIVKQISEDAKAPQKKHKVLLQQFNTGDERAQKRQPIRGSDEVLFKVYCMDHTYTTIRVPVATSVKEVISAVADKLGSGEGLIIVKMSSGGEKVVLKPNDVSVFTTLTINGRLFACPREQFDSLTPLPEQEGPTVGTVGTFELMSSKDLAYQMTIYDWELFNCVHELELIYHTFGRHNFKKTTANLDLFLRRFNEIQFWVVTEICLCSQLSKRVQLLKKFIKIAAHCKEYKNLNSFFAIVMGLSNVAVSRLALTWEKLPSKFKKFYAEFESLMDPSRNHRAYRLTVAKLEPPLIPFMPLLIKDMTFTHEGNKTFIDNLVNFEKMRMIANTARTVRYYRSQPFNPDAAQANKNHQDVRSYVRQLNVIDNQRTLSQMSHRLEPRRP
Mm-Cpn inhibitor – Inhibitors of TCP-1 ring complex (TRiC) of Methanococcus maripaludis (MmCpn): qHTS. purified Mm-Cpn ATPase, ADP Transcreener TR-FRET. Potency, µM (titrated, usually from 76.9 µM), for the others: at the top dose activity, negative = inhibition, hits mostly inhibitors. actives 0.031% (n = 330,000). AID 504842, 2011; also: potency is read from the fitted curve at half-maximal effect; % is scaled to controls: 0 for no effect and ±100 for the full control effect; nearly all actives have a fitted effect of over 80% in size
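Purified archaeal chaperonin (25 nM final) was preincubated with compound for 10 min at 37°C, then ATP (10 uM final) was added for 30 min at 37°C in Tris pH 7.4/KCl/MgCl2/DTT buffer. ADP was quantified by HTRF Transcreener TR-FRET.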
PTHR1 ag – qHTS for PTHR1 Agonists: Primary Screen. Parathyroid hormone/parathyroid hormone-related peptide receptor (Homo sapiens), Q03431. HEK293 GP2 PTHR1 cells, GloSensor cAMP luminescence, 1 h. Potency, µM (titrated, usually from 115 µM), for inactives: at the highest dose activation, usual class: activators. actives 0.075% (n = 410,000); also: potency is read from the fitted curve at half-maximal effect; nearly all actives have a fitted effect of over 55% in size; some results filed as inactive show a strong effect at the top dose; inactives centre near -15; many of its hits are not listed in these tables
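HEK-293-derived GP2 cells expressing PTHR1 and a GloSensor cAMP reporter, 3,000/well, plated overnight, given luciferin plus IBMX (each 0.5 mM as added) for 1 h at 37 °C, then compound for 1 h at 37 °C. Luminescence was read after 15 min at room temperature.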
D3 antag – qHTS of D3 Dopamine Receptor Antagonist: qHTS. D(3) dopamine receptor (Homo sapiens), P35462. D3R cells, DiscoveRx beta-arrestin luminescence, antagonist mode; hits give low values. max response, negative = inhibition, %. actives 2.5% (n = 360,000). AID 652054, 2013; in the data active = max response below about -50%; inconclusive = no clear call, values can overlap the other calls; also: % is scaled to controls: 0 for no effect and ±100 for the full control effect; mostly tested at two doses, the higher about 12 µM
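Cells plated overnight at 1500 cells/well, then exposed to library compounds with dopamine controls for 90 minutes at 37 degrees C. DiscoveRx reagent added for 30–60 minutes at room temperature; luminescence read, quantitative HTS format.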
CCT modulator – High-Throughput Screening for Modulators of Cytosolic Chaperonin Activity; activity change, % (test concentration not listed), hits read low; actives 0.3% (n = 360,000); AID 651819, 2012; purified chaperonin ATPase assay, HTRF ADP detection, 30 min; in the data active = activity change below about -30%; also: % is scaled to controls: 0 for no effect and ±100 for the full control effect
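First, chaperonin was dispensed at 40 nM or 20 nM final depending on batch activity. Next, compounds were pinned at 76 uM and ATP added at 10 uM. After 30 min at 37 °C, ADP detection reagents ran 30 min at ambient temperature.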
Akt phos inh – HTS Assay for Inhibitors of Akt Phophorylation: Primary Screen; actives 0.32% (n = 360,000); activity change, % for hits at 50 µM; Neuro2A IGF-stimulated pAkt S473 HTRF, 20 min; hits give low values; AID 651550, 2012; in the data active = activity change below about -80%; inconclusive = mostly about -51% to -80%; also: % is scaled to controls: 0 for no effect and ±100 for the full control effect
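Neuro2A cells (4,500/well, DMEM with 0.5% FBS) were treated with compound at a single 50 µM final concentration, stimulated with 6 nM IGF for 20 min at 37 °C, and lysed. Phospho-Akt Ser473 was read by HTRF as 665/615 ratio ×10^4.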
D3 ag – qHTS of D3 Dopamine Receptor Agonist: qHTS; D3R DiscoveRx beta-arrestin cells, luminescence, 90 min; D(3) dopamine receptor (Homo sapiens), P35462; max activation, %; AID 652048, 2013; actives 0.58% (n = 410,000); in the data active = max activation above about 30%; also: 0% is about no effect; mostly tested at two doses, the higher about 12 µM
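Agonist mode: compounds and dopamine controls were applied to plated cells for 90 min at 37 degrees C after an overnight attachment at 1500 cells/well. Luminescent read-out followed 30 - 60 minutes at room temperature with DiscoveRx detection reagent.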
EPAC2 ag – qHTS for Agonist of cAMP-regulated guanine nucleotide exchange factor 4 (EPAC2): primary screen. Rap guanine nucleotide exchange factor 4 (Homo sapiens), Q8WZA2. AID 720711, 2013. actives 0.079% (n = 360,000). EPAC2 activation, biochemical qHTS; response scale: 100% = 6.5 mM cAMP response. Potency, µM (top dose mostly 154 µM), for the others: top-dose activation, most hits filed as activators; also: potency is read from the fitted curve at half-maximal effect; nearly all actives have a fitted effect of over 50% in size
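In this primary screen, activation is scored as increased exchange of BODIPY-GDP from Rap1B by 100 nM EPAC2, with 50 uM GDP as competitor. Signal is normalized to the 6.5 mM cAMP agonist control.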
Active calls of the source: *; i = inactive; ? = inconclusive; · = not tested or not shown; & = joins results of further samples; [ ] = another dose, or the depositor's remark. Unless noted, calls follow the shape of the dose curve; as a rule, active = well fitted curve in the direction sought with a large enough effect; inconclusive = small, poorly fitted or top-dose-only effect, or another doubt; inactive = no such curve, though single readings can be large; an effect the other way counts as inactive or inconclusive. This is a subset; count on the stated rates, not on these rows.

SMILES	EPAC2 antag	Mm-Cpn inhibitor	PTHR1 ag	D3 antag	CCT modulator	Akt phos inh	D3 ag	EPAC2 ag
NCc1csc(Nc2ncccn2)n1	11%	·	i	7	0.4	i	2	10%
O=C(NCCCN1CCCC1=O)Nc1ccc(Cl)cc1	8%	·	-3%[57.5 µM]	4	-3.0	?	9	-3%
O=S(=O)(NCCSc1ccc(Cl)cc1)c1ccc(F)cc1	-14%	0%	-23%	1	-0.4	i	-8	13%
COc1ccc(C)cc1N(CC(=O)Nc1cccnc1)S(=O)(=O)c1ccccc1	1%	1%	-1%	6	-0.9	i	16	9%
CC(=O)c1ccc(NC(=O)CCC(=O)OCC(=O)c2cccc([N+](=O)[O-])c2)cc1	0%	2%	-25%	-15	1.8	i	-4	2%
CC(O)CNCCCOc1cccc(Oc2ccccc2)c1 (centres undefined)	1%	-5%	-1%	?	0.0	i	-6	5%
CN(C)S(=O)(=O)c1ccc(Cl)c(NC(=O)COC(=O)c2ccc3c(c2)NC(=O)CS3)c1	-8%	-7%	-41%[inhibitor]	-19	-1.0	i	-21	8%
Cc1ccnc(SC2CC(=O)N(c3ccc(Cl)cc3)C2=O)n1 (centres undefined)	0%	-1%	i	-7	-1.5	i	0	6%
CCn1nnnc1SCC(=O)N1N=C(c2cccs2)CC1c1cccs1 (centres undefined)	11%	-6%	-17%	5	1.8	i	0	14%
Clc1ccc(-c2nnc(SCc3ccon3)o2)c(Cl)c1	-1%	1%	-11%[57.5 µM]	-21	-0.2	i	-11	18%
Cc1ccn2cc(C34CC5CC(CC(C5)C3)C4)nc2c1	-5%	-5%	-3%	-18	0.3	i	-7	11%
CC(C)S(=O)(=O)c1cnc(-c2ccccn2)nc1N	-2%	-1%	i	13	-0.2	i	-3	9%
COc1ccc(C(=O)c2ccc(N3CCOCC3)c([N+](=O)[O-])c2)cc1	-12%	0%	-28%	-11	-3.1	i	-4	8%
Cc1ccc(NC(=O)CN(C)C(=O)c2ccc(-n3cncn3)c([N+](=O)[O-])c2)cc1	-3%	-1%	-4%	5	-2.2	i	-8	-7%
CC1=C(C(=O)N(C)C)CC(CC(=O)NC2CCCC2)C(=O)N1Cc1ccccc1 (centres undefined)	0%	·	i	18	0.1	i	0	4%
COc1ccc(Cl)cc1NC(=O)CN(C)C(=O)c1ccc(C)s1	-10%	-2%	i	-5	0.6	i	0	7%
O=C(CSc1nnc(-c2ccco2)n1-c1ccccc1)NCCc1ccccc1	0%	0%	-6%[57.5 µM]	-54*	-3.8	i	1	3%
Cc1ccc(OCCNC(=O)c2cccc(S(=O)(=O)N3CCN(C)CC3)c2)cc1	4%	0%	-24%	10	-0.7	i	-1	5%
S=c1[nH]nc(-c2cccs2)n1/N=C/c1cn(-c2ccccc2)nc1-c1ccccc1	-3%	-5%	i	15	0.4	i	19	10%
Nc1nc(=S)c2[nH]cnc2[nH]1	-1%	-3%	-7%	27	-0.2	i	3&-12&0	-8%
CS(=O)(=O)c1cccc(-c2nnc(NC(=O)C3=COCCO3)o2)c1	11%	-2%	i	3	-1.9	i	0	1%
CN(C)S(=O)(=O)c1ccc(C(=O)OC2CCOC2=O)cc1 (centres undefined)	8%	-2%	i	8	0.1	i	-4	7%
Cc1ccc(CCN2CC(C(=O)NCCCN3CCCCCC3)CC2=O)cc1 (centres undefined)	13%	1%	-1%[57.5 µM]	6	-5.4	·	-10	-4%[15.6 µM]
CC1CCC(NC(=O)C2CC(=O)N(c3ccc(Cl)cc3)C2)CC1 (centres undefined)	-13%	0%	i	-9	0.5	i	-2	3%
CCc1ccc(NC(=O)Cn2ncc3c4ccccc4n(C)c3c2=O)cc1	3%	-1%	i	3	-2.2	i	6&3	-5%
CCn1c(C)nc2cc(C(=O)N/N=C/c3ccc(O)c(O)c3O)ccc21	-11%	0%	i	12	-3.3	i	1	-9%
CC1CCCN(C(=O)C2CCN(c3ncnc4c3nc3n4CCCCC3)CC2)C1 (centres undefined)	5%	-11%	i	5	-1.7	i	4	6%
C=C(C)CN(CC)c1ccc(N2C(=O)CCCC2=O)cc1[N+](=O)[O-]	2%	-17%	i	-5	-1.7	i	-2	4%
CN(C)CCCN(C(=O)c1ccc(S(=O)(=O)N2CCCCCC2)cc1)c1nc2ccc(Br)cc2s1	-2%	-5%	-9%	-25	-2.5	i	-16	15%
S=c1[nH]nc(C2CC2)n1Cc1ccco1	22%	-3%	3%	-2	1.5	i	2	7%

Whole records as entered above.
O=C(NCCCN1CCCC1=O)Nc1ccc(Cl)cc1 in the list: EPAC2 antag = 8%; Mm-Cpn inhibitor = ·; PTHR1 ag = -3%[57.5 µM]; D3 antag = 4; CCT modulator = -3.0; Akt phos inh = ?; D3 ag = 9; EPAC2 ag = -3%
CC(C)S(=O)(=O)c1cnc(-c2ccccn2)nc1N in the list: EPAC2 antag = -2%; Mm-Cpn inhibitor = -1%; PTHR1 ag = i; D3 antag = 13; CCT modulator = -0.2; Akt phos inh = i; D3 ag = -3; EPAC2 ag = 9%

Other structures
SMILES	EPAC2 antag	Mm-Cpn inhibitor	PTHR1 ag	D3 antag	CCT modulator	Akt phos inh	D3 ag	EPAC2 ag
COc1cc(OC)cc(-c2c(C#Cc3ccsc3)c3cc(-c4ccc5c(c4)OCCO5)ccc3n2C)c1	2%	-27%	i	54	0.8	i	24	-8%
COc1ccc(C)cc1NC(=O)CSc1nnc2ccc(-c3ccncc3)nn12	1%	-3%	i	1	-0.2	i	-5	2%
CCOC(=O)C1(CC2CCCCO2)CCN(C(=O)NCc2ccccc2)CC1 (centres undefined)	-9%	1%	i	-1	-2.3	i	6	21%
CCN(CC)c1ccc(S(=O)(=O)N2CCOCC2)cc1NC(=O)COC(=O)COc1ccccc1C	1%	1%	i	9	-1.2	i	4	12%
CSc1ccccc1C(=O)NCc1ccccc1	2%	1%	-24%	-1	1.4	i	1	7%
Cc1cc(C)cc(NC(=O)COC(=O)Cn2cnc3c2c(=O)n(C)c(=O)n3C)c1	-3%	1%	20%	7	-1.1	i	2	2%
C[C@H](CO)N1C[C@H](C)[C@@H](CN(C)C(=O)Nc2ccccc2)Oc2ccc(NS(=O)(=O)c3ccccc3)cc2C1=O	-9%	2%	-10%	8	1.1	i	-3	3%
CCNC(=O)C(=O)c1c(-c2ccccc2)[nH]c2ccccc12	9%	-1%	i	-4	-7.1	i	2	-1%
Cc1c(C(=O)N2CCCC2)sc(NC(=O)c2ccccc2)c1C#N	8%	-2%	-1%	47	2.4	i	3	5%
CCOc1cccc(-c2nnc3sc(C4CCCCC4)nn23)c1	-8%	-2%	-50%[inhibitor]	23	0.8	i	-1	8%
OCCC1CN(Cc2ccon2)CCN1Cc1ccc(F)c(F)c1 (centres undefined)	3%	2%	0%	2	-2.1	i	-5	16%
Cc1ccc(C(=O)c2no[n+]([O-])c2C(=O)c2ccc(C)cc2)cc1	5%	-2%	-34%[inhibitor]	-10	-5.5	i	-2	0%
COc1ccc(-c2cc(=O)c3cc(OC)ccc3[nH]2)cc1	12%	3%	-15%	6	-1.5	i	-10	-2%
CC(C)C[C@@H]1Cc2[nH]c(=S)[nH]c(=O)c2[C@H](CCc2ccccc2)O1	-20%	·	9%	0	0.2	i	-6	9%
Cc1cc2cc(CN(Cc3cccs3)S(=O)(=O)c3ccc4c(c3)OCCO4)c(=O)[nH]c2cc1C	13%	2%	-5%	3	0.8	i	1	-7%
Cc1c(Br)ccc(NC(=O)c2ccccc2[N+](=O)[O-])c1C	7%	1%	-9%	-16	-1.2	i	0	9%
O=c1oc2ccccc2c2c1C(c1ccc(Cl)cc1)Nc1ccc3ccccc3c1-2 (centres undefined)	7%	-1%	i	-23	-2.0	·	1	?
Cc1ccc(S(=O)(=O)NCC2CCC(C(=O)NC3CCCCC3)CC2)cc1 (centres undefined)	10%	1%	i	62	0.9	i	5	6%
C/C=C(/C)C(=O)Nc1cccc(C2=NOC3(C2)C[C@H](C(N)=O)N(C(=O)COc2ccc(Cl)cc2)C3)c1 (some centres undefined)	-3%	0%	-3%	-9	0.0	i	-2	4%
COc1ccc(CN(C(=O)CSc2nnc(-c3ccc(F)cc3)o2)c2ccc(F)cc2)cc1	-6%	1%	19%[57.5 µM]	24	2.0	i	21	3%
O=C(c1cc([N+](=O)[O-])ccc1N1CCCCC1)N1CCCCC1	9%	0%	i	?	-0.2	i	-6	4%
CS(=O)(=O)N1CCC(C(=O)Nc2ccc3c(c2)OCCO3)CC1	10%	-30%	-6%[57.5 µM]	5	-1.9	i	3	-9%
Oc1ccc(-c2[nH]nc(-c3ccccc3)c2-c2nc3ccccc3[nH]2)cc1	-6%	-2%	-5%[57.5 µM]	5	-0.7	i	20	9%
C=CCN(c1ccc(Br)cc1C(=O)OC)S(C)(=O)=O	-11%	2%	18%	24	2.3	i	4	1%
O=C1c2ccccc2C(O)(c2ncc[nH]2)N1CCc1ccccc1 (centres undefined)	-1%	0%	i	20	2.2	i	6	4%
Cc1cccc(NC(=O)c2ccccc2[N+](=O)[O-])n1	12%	0%	i	1	-0.1	i	7	1%
CCOC(=O)/C(C#N)=C/c1cccn1-c1ccc(Cl)cc1	11%	-2%	-8%	1	-0.2	i	8	7%
CN1C(=O)NC(NC(=O)c2ccncc2)(C(F)(F)F)C1=O (centres undefined)	-5%	0%	-16%[57.5 µM]	3	-1.5	i	-4	8%
CC1=CC(C)(C)NC(=S)N1CCO	9%	·	-15%	?	-0.4	i	-16	4%
